# Assay outcomes deposited in PubChem by several laboratories.
# PMI inhibition = MPI inhibition at elevated mannose 6-phosphate – biochemical, fluorescence intensity, high mannose 6-phosphate, primary screen (AID 1220). 190,000 tested, 0.66% active. inhibition, % at 20 µM, or IC50 in µM where a hit was titrated. recombinant PMI enzyme, coupled fluorescence intensity; higher % means a stronger effect
# Dynein cargo inh = dynein cargo transport inhibition. 3617.4 mouse cells, GR-EGFP nuclear translocation imaging; test concentration mostly 20 µM; stimulated with dexamethasone, 1 µM; hits give low values. z-score, hits read low. 220,000 tested, 0.47% active;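 active means plate z-score of nuclear minus cytoplasmic receptor signal below a set negative limit, without overly bright fluorescence or cell loss, cut at about -3.5 in these data, passing the limit was not always enough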;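 further: z-score of nuclear minus cytoplasmic ring GR-EGFP intensity difference per well; some compounds called inactive have numbers as strong as hits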
#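 Also added – dexamethasone, 1.0 µM final · Buffer or medium – tet-free, stripped-serum medium · Schedule – induction 48 h, compound 1 h, agonist 30 min · Detection – formaldehyde fixation, Hoechst nuclear stain, 10x automated fluorescence imaging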
# PMI inhibitors = MPI enzyme activity inhibition – biochemical, fluorescence intensity, coupled assay, primary screen (AID 1209). purified PMI enzyme, coupled fluorescence intensity; higher % means a stronger effect. inhibition, % at 20 µM; hits with a dose series show IC50 in µM. 190,000 tested, 0.42% active;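 further: plate controls were DMSO vehicle for no effect and wells lacking substrate for full effect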
# MT stabilize HCS = stabilizes microtubules in HeLa cells; HeLa tubulin immunostaining HCS, 24 h; share of cells brighter than vehicle mean+2SD; AID 2205; % tubulin-high responders, % at 10 µM; 200,000 tested, 0.83% active;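 active means plate Z-score above 3 for both tubulin-high and condensed-nucleus cell shares, with cell loss under 80%, at 10 µM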;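 further: anti alpha tubulin signal scored within the nucleus-defined area of each cell; some results filed as inactive read as strong as hits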
# Autophagy mod = alters autophagy in cells. MEF GFP-LC3 puncta imaging; test concentration mostly 10 µM. calls only at 10 µM (by protocol). 190,000 tested, 0.98% active. AID 463193;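 active means percentage of spot-positive cells more than 3 SD above its plate mean, without a fluorescence outlier flag or 80% toxicity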;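 further: spot-positive cell cutoff set from DMSO-treated cells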
# WT yeast gro inh = growth inhibition of WT yeast, mitochondrial fusion screen | mitochondrial fusion phenotypic screen, WT strain | AID 1362 | inhibition, % at 10 µM | 190,000 tested, 2.1% active; in the data active means inhibition above about 58%; tested in S. cerevisiae
# Yfh1-depleted yeast = mitochondrial function rescue without frataxin homolog – Friedreich's ataxia, plus single-dose screen, dose response (AID 1465); S. cerevisiae Yfh1-off respiration, WST-1 reduction, 72 h; higher fold induction means a stronger effect; one-dose fold induction at 50 µM; EC50 in µM for titrated hits; 220,000 tested, 0.074% active;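 active means fold induction of absorbance versus untreated yeast above a set limit, then at least 30% activation at any dose in follow-up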;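 further: activators that raise dye reduction in frataxin-depleted yeast; strong numbers were not always called active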
# Insulin prom up = MIN6 insulin promoter up-regulation; MIN6 insulin promoter-GFP reporter, high-content imaging; hits give high values; z-score at 5 µM; 190,000 tested, 0.3% active; AID 1625;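 active means z-score above 3 at 5 µM with at least 500 cells counted in the well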
# bCat nuc transl = alters nuclear translocation of beta-catenin in HeLa cells. immunofluorescence imaging. nuclear translocation activity, % at 5 µM. 190,000 tested, 0.3% active. AID 1665;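 active means nuclear translocation activity above 50% at 5 µM, with a well cell count of 50 or more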;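 further: per-cell ratio of nuclear to cytoplasmic median beta-catenin stain intensity; plate controls were DMSO negative control for no effect and GSK-3 inhibitor IX positive control for full effect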
#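 Test system: human HeLa cell line; Doses: 5 µM primary, 0.02–20 µM confirmation; Incubation: 24 h compound exposure, 37°C; Detection: beta-catenin immunofluorescence imaging with DAPI; Read-out: beta-catenin nuclear/cytoplasmic ratio, % activation.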
# WT yeast gro inh mutant strain = recorded beside WT yeast gro inh, whose call it bears; inhibition, %; mitochondrial fusion phenotypic screen, mutant strain inhibition
# Dynein cargo inh cytoplasmic EGFP = further read-out of Dynein cargo inh, marked with its call; z-score; measured here: cytoplasmic GR-EGFP intensity; hits give high values
# Dynein cargo inh nuclear GR-EGFP = also measured in Dynein cargo inh; calls as there; z-score; measured here: nuclear GR-EGFP intensity;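 lower value marks the stronger effect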
# Dynein cargo inh cell count = recorded beside Dynein cargo inh, whose call it bears; z-score; measured here: cell count per field
# Insulin prom up cell count = also measured in Insulin prom up; calls as there; cell count; measured here: cytotoxicity, nuclei count;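 total cells summed across four imaged fields per well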
# bCat nuc transl cell count 5 µM = recorded beside bCat nuc transl, whose call it bears; cell count; measured here: cell count, cytotoxicity flag
# MT stabilize HCS Hoechst-high % = also measured in MT stabilize HCS; calls as there; % Hoechst-high responders; measured here: nuclear condensation Hoechst responders;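 share of cells brighter than vehicle mean plus two SD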
# MT stabilize HCS cytotoxicity % = also measured in MT stabilize HCS; calls as there; toxicity, %; measured here: cytotoxicity by cell density;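 0% = mean cell density of plate MIN control wells and 100% = no cells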
# Autophagy mod cell loss 18 h = also measured in Autophagy mod; calls as there; toxicity, %; measured here: cell loss, nuclei count;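 cell loss after 18 h compound exposure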
# An asterisk follows results filed as active; i = inactive; nt = not tested or not shown. Unless noted, no stated cut-off is given here; in the data, active means inhibition above about 50%; inactive means the rest.
Molecule	Yfh1-depleted yeast	Dynein cargo inh cell count	Insulin prom up cell count	MT stabilize HCS Hoechst-high %	MT stabilize HCS cytotoxicity %	MT stabilize HCS	bCat nuc transl cell count 5 µM	Autophagy mod	PMI inhibitors	Insulin prom up	Dynein cargo inh nuclear GR-EGFP	Dynein cargo inh	PMI inhibition	Dynein cargo inh cytoplasmic EGFP	WT yeast gro inh mutant strain	WT yeast gro inh	bCat nuc transl	Autophagy mod cell loss 18 h
CCC(=O)N1CCN(c2ccccc2NC(=O)Cc2ccc(Cl)cc2)CC1	i	0.81	1283	2.3	4.8	2.7	nt	i	5%	0.07	0.43	1.1	-1%	-0.25	1	-8	nt	4
CCOc1ccc(N2C(=O)Nc3ccccc3C2(O)C(=O)NCc2ccc(OC)cc2)cc1 (stereo unspecified)	i	0.37	1178	2.2	9.6	4.5	1038	i	3%	-0.21	0.4	0.19	9%	-0.24	10	-7	5.9	18
c1ccc2oc(-c3ccc(Nc4nc(N5CCCC5)nc(N5CCOCC5)n4)cc3)nc2c1	i	0.87	1486	2.8	3.1	4.2	813	i	7%	1.1	-0.41	-0.48	33%	-0.19	17	8	1.1	12
O=C(Cn1ncc2c(=O)oc3ccccc3c21)N1CCN(c2ccccn2)CC1	i	0.86	1466	1.4	4.5	1.8	1032	i	0%	-0.62	-0.2	-0.98	4%	-0.22	6	-1	-1.9	-6
CCCNC(=O)Nc1cc(C)on1	i	0.42	1582	3.2	11	4.7	808	i	-6%	0.08	-0.23	-0.9	-8%	-0.2	15	11	-3.0	-5
NS(=O)(=O)c1ccc(NC(=O)Nc2ccc(S(N)(=O)=O)cc2)cc1	i	-2.2	1023	nt	nt	nt	1377	nt	nt	0.03	1.3	1.9	nt	-0.15	nt	nt	-0.1	nt
c1ccc(CNc2c3c(nc4ncnn24)CCC3)cc1	i	-0.8	1014	nt	nt	nt	1002	nt	nt	-0.35	0.66	0.14	nt	-0.24	nt	nt	2.7	nt
O=C(Nc1nccs1)c1ccc(Cl)s1	i	-1.1	906	2.4	4.3	7.2	nt	i	2%	-1.3	1.4	1.8	3%	-0.046	14	12	nt	1
COc1ccc(NC(=O)CN2c3cccc4cccc(c34)S2(=O)=O)cc1	i	1.2	1591	2.1	3.3	3.3	1273	i	26%	-0.03	-0.35	-0.7	46%	-0.21	-8	3	-1.4	-10
COC(=O)C1=C(C)N(C)C(=O)NC1c1cc(Cl)cc(Cl)c1OC (stereo unspecified)	i	0.37	1224	1.4	3.8	2.4	nt	i	12%	1.2	-1.1	-1.1	8%	-0.2	4	38	nt	-5
CCC(C)N(C)C1CCN(C(=S)Nc2cccc(SC)c2)CC1 (stereo unspecified)	i	-1.2	1290	1.5	0.3	4.6	1137	i	18%	0.6	1.4	2.4	16%	-0.11	4	-1	-0.4	37
CCC(=O)Nc1nnc(C(C)(C)C)s1	i	-0.66	1650	1.4	5.0	2.6	1425	i	-1%	-0.16	-0.84	-0.21	1%	-0.21	4	-10	1.2	9
O=C(CNC(=O)COc1ccccc1)NCc1ccccc1F	i	0.32	1455	3.9	3.5	1.9	1050	i	15%	0.26	-0.11	-0.4	7%	-0.28	8	-8	1.8	0
O=C(/C=C/c1ccc(F)cc1)NCCNC(=O)/C=C/c1ccc(F)cc1	i	0.73	1445	2.4	7.1	3.7	1427	i	15%	0.04	-0.54	0.11	8%	-0.29	-17	9	-0.3	1
Cc1ccc(CN2CCN(/N=C/c3ccccc3)CC2)cc1	i	1.1	1157	nt	nt	nt	1264	nt	nt	-0.17	0.33	-0.16	nt	0.023	nt	nt	3.2	nt
Cc1cccc(NC(=S)N/N=C/c2ccc(Cl)c([N+](=O)[O-])c2)c1	i	-0.41	1484	0.7	5.5	2.8	1409	i	-3%	0.12	0.97	0.2	2%	0.74	-68	5	-1.4	6
Cc1ccc(C)c(NC(=O)c2ccc[n+](Cc3ccc([N+](=O)[O-])cc3)c2)c1	i	-0.11	nt	1.9	4.6	1.3	nt	i	0%	nt	-0.43	-0.21	-5%	-0.2	22	14	nt	-5
Cc1ccc2nsnc2c1NC(=O)CCl	i	0.94	1354	1.5	5.2	3.5	886	i	-10%	-0.07	-0.083	-0.64	4%	-0.1	-10	-10	4.5	37
CC(OC(=O)c1ccccc1Oc1ccccc1)C(=O)NC1CC1 (stereo unspecified)	i	-0.13	1425	2.0	7.9	5.3	1083	i	-16%	-0.2	0.6	0.56	-13%	-0.14	9	-10	-7.8	3
COc1cccc(NC(=O)COc2ccc(C)cc2)c1	i	0.58	nt	2.0	6.4	3.3	488	i	8%	nt	0.32	0.57	5%	-0.15	2	30	0.7	-5
COc1cc(CNCCCN2CCOCC2)c(Br)cc1OCC(=O)Nc1ccccc1C	i	0.092	1610	1.3	8.0	2.0	844	i	7%	0.05	0.21	0.049	8%	-0.28	2	5	8.6	11
CCC1=NN(C(=O)c2ccccc2Br)C(O)(c2ccc(Br)cc2)C1 (stereo unspecified)	i	0.63	1290	1.2	9.5	1.7	1008	i	7%	-0.37	-0.24	-0.42	6%	-0.2	21	8	2.8	26
COc1ccc(-c2oc(/N=C/N3CCCC3)c(C#N)c2-c2ccc(OC)cc2)cc1	i	-0.2	nt	1.1	7.1	1.0	nt	i	16%	nt	0.051	-0.12	11%	0.14	-13	13	nt	-2
COc1ccc2c(C)c(C(=O)NCC(C)O)oc2c1OC (stereo unspecified)	i	-0.36	1706	1.4	1.2	5.8	1294	i	8%	-0.02	0.61	1.1	16%	-0.33	6	10	0.1	9
COc1ccc(CNS(=O)(=O)NCc2ccc(C)cc2)cc1	nt	0.79	1133	4.1	6.1	2.7	1036	i	-4%	0.18	-0.5	-1.1	-7%	-0.26	-2	-5	3.4	1
Cc1ccccc1C(=O)N1CCN(c2ccc([N+](=O)[O-])c(NCc3ccco3)c2)CC1	i	0.4	993	1.7	2.6	2.8	1408	i	0%	-0.25	-0.17	0.47	33%	-0.22	-11	34	-1.5	-5
COc1ccc(CNC(=O)CSc2nc3nc(C)cc(C)n3n2)cc1	nt	-0.095	nt	2.9	3.5	3.5	959	i	3%	nt	0.26	0.17	8%	-0.27	-1	6	-1.6	-23
CCn1ncc(C2=NOC(C(=O)NCC(C)C)C2)c1C (stereo unspecified)	i	0.59	960	1.7	13	1.8	nt	i	-3%	-0.63	-0.3	-0.36	-3%	-0.19	-10	5	nt	3
CCCC(C(=O)NCC1CCCO1)N(Cc1ccco1)C(=O)CNS(=O)(=O)c1ccc(F)cc1 (stereo unspecified)	i	0.56	1200	1.4	4.6	2.2	1125	i	14%	-0.43	-0.012	-0.36	8%	-0.2	-7	-5	1.3	8
Cc1ccc([N+](=O)[O-])cc1S(=O)(=O)N(C(=O)c1ccncc1)c1ccc2oc3c(c2c1)CCCC3	i	-1.2	1391	3.5	12	1.8	1104	i	0%	-0.19	1.2	2.1	1%	-0.17	-2	26	1.1	2
Cc1ccccc1C(=O)NC(NC(=S)Nc1ccc(S(N)(=O)=O)cc1)C(Cl)(Cl)Cl (stereo unspecified)	i	-1	1226	1.2	10	4.2	560	i	-1%	-0.03	0.5	0.4	6%	0.097	-2	-8	-5.5	-1
Cc1ccc(CNCc2ccccc2Cl)cc1	i	0.39	945	1.5	6.1	1.6	1246	i	-6%	-0.05	0.067	-0.58	-4%	-0.2	-5	26	-7.3	-7
Cc1ccc(S(=O)(=O)N(CCCO)CC(O)CON=C2c3ccccc3-c3ccccc32)cc1 (stereo unspecified)	i	1.6	1335	1.2	11	4.0	1056	i	14%	-2	-0.5	-0.96	8%	-0.27	11*	59*	3.2	5
COC(=O)c1cc(=O)nc2sc(-c3ccc(F)cc3)nn12	i	0.51	1530	1.6	3.5	1.5	1408	i	72%*	0.86	-0.15	-0.42	28%	-0.22	20	18	2.2	-5
O=C(CCC(=O)NC1CCCCC1)N/N=C/c1ccncc1	i	0.38	nt	2.7	2.0	3.5	nt	i	-5%	nt	-0.47	-0.66	2%	0.36	-1	0	nt	7
COc1ccc(-c2cc(C(=O)NCC3CCCO3)c3ccccc3n2)cc1 (stereo unspecified)	i	0.07	1269	2.4	9.2	2.5	1051	i	7%	0.21	0.14	-0.22	8%	-0.34	15	9	0.6	-10
Cc1ccc(S(=O)(=O)c2ccccc2)cc1S	i	0.75	1170	2.1	5.6	1.0	1103	i	-6%	-0.06	-0.36	0.016	-79%	-0.32	33	47	-0.1	-4
CC(NC(=S)Nc1ccc(Cl)cc1)C(c1ccccc1)N1CCOCC1 (stereo unspecified)	i	0.82	1520	2.4	13	1.9	1076	i	11%	-0.45	-0.38	-0.78	2%	0.041	-3	11	-0.7	-13

# Reprinted at random: 2 compounds from above.
Molecule	Yfh1-depleted yeast	Dynein cargo inh cell count	Insulin prom up cell count	MT stabilize HCS Hoechst-high %	MT stabilize HCS cytotoxicity %	MT stabilize HCS	bCat nuc transl cell count 5 µM	Autophagy mod	PMI inhibitors	Insulin prom up	Dynein cargo inh nuclear GR-EGFP	Dynein cargo inh	PMI inhibition	Dynein cargo inh cytoplasmic EGFP	WT yeast gro inh mutant strain	WT yeast gro inh	bCat nuc transl	Autophagy mod cell loss 18 h
COc1ccc(CNS(=O)(=O)NCc2ccc(C)cc2)cc1	nt	0.79	1133	4.1	6.1	2.7	1036	i	-4%	0.18	-0.5	-1.1	-7%	-0.26	-2	-5	3.4	1
COC(=O)C1=C(C)N(C)C(=O)NC1c1cc(Cl)cc(Cl)c1OC (stereo unspecified)	i	0.37	1224	1.4	3.8	2.4	nt	i	12%	1.2	-1.1	-1.1	8%	-0.2	4	38	nt	-5
